Screening results from PubChem.
D2 antag – HTS Assay for Allosteric Antagonists of the Human D2 Dopamine Receptor: Primary Screen for Antagonists; D(2) dopamine receptor (Homo sapiens), P14416; HEK293 TREx D2 cells, calcium flux, dopamine EC80; inhibition, % at 10 µM; hit rate 2% among 340,000; in the data active means inhibition above about 30%; further: 0% is about no effect
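Dopamine at EC80 is the agonist stimulus; test compounds precede it by 180 s. Calcium flux read kinetically in a force-coupled, inducible HEK293 T-REx D2 cell line.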
TRHR agonist – qHTS for Small Molecule Agonists and Allosteric Enhancers of Human TRH Receptor: Primary Screen for Agonists; Thyrotropin-releasing hormone receptor (Homo sapiens), P34981; TRHR cells, calcium flux fluo-8, FDSS agonist mode; activation, % at 2 µM; hit rate 0.18% among 360,000; in the data active means activation above about 30%; further: 0% is about no effect
Target sequence (P34981 whole entry, looked up): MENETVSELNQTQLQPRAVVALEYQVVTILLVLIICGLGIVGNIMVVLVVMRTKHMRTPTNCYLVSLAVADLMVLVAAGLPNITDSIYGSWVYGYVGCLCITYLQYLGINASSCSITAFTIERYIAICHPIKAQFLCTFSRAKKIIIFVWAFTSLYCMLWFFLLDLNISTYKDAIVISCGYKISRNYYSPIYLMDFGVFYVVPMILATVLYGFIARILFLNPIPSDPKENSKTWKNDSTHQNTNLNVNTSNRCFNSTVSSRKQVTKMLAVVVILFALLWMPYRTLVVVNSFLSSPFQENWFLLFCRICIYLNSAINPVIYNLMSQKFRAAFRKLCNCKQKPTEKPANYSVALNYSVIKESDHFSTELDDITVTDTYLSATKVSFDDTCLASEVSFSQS
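In this calcium-flux screen, cells bearing human TRHR are dye-loaded with fluo-8, baselined for 10 cycles, then exposed to library compounds; positive kinetic calcium responses during the agonist phase mark hits, with TRH as control.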
PI4K2A block – qHTS for small molecular inhibitors of PI4K2A | Phosphatidylinositol 4-kinase type 2-alpha (Homo sapiens), Q9BTU6 | purified PI4K2A, ADP-Glo luminescence, 1 h; active compounds read low | activity change, negative = inhibition, % at 76.9 µM | hit rate 0.13% among 420,000; in the data active means activity change below about -50%; inconclusive means mostly about -30% to -49%;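 further: -100% = wells without enzyme as full effect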
Target sequence (Q9BTU6 whole entry, looked up): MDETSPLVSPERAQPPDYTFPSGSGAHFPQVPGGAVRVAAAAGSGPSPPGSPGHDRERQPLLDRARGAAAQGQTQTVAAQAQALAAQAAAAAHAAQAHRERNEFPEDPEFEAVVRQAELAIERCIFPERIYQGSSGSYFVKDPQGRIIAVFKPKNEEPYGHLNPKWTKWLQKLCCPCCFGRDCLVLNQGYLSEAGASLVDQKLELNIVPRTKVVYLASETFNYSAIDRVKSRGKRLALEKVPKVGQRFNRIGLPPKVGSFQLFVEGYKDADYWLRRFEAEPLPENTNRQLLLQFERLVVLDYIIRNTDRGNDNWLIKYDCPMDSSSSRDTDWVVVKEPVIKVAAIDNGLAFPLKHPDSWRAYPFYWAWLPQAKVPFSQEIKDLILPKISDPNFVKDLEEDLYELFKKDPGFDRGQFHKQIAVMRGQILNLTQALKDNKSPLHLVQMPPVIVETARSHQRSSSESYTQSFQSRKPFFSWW
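ADP-Glo luminescence measured ADP generated by PI4K2A enzyme (4 ug/mL before mixing) with 1.2 mM PI substrate (pre-mix) and 300 microM ATP (pre-mix). Tris pH7.5 buffer with MgCl2, Triton X-100; 1 h reaction at ambient temperature.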
D2 agonist – HTS Assay for Allosteric Agonists of the Human D2 Dopamine Receptor: Primary Screen for Agonists; AID 485358, 2010; D(2) dopamine receptor (Homo sapiens), P14416; HEK293 T-REx D2 cells, calcium flux agonist mode; hit rate 0.53% among 340,000; activation, % at 2 µM;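 active means activation over 3 SD above normal in the single-dose calcium agonist read, cut at about 30% in these data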; further: 0% is about no effect
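In this primary screen, compounds producing a positive calcium signal within 180 s of addition to tetracycline-induced, force-coupled HEK293 Trex D2 cells are flagged; cells are dye-loaded with a no-wash calcium kit beforehand.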
TrxR1 inh – qHTS Assay for Inhibitors of Mammalian Selenoprotein Thioredoxin Reductase 1 (TrxR1): qHTS | Potency, µM (top dose mostly 114 µM), for inactives: top-dose activity change, negative = inhibition, most hits filed as inhibitors | hit rate 1% among 390,000 | recombinant rTrxR1, NADPH fluorescence consumption, selenite substrate | AID 588453, 2011; further: potency means the concentration at half of the fitted maximal effect; on the % scale 0 is the no-effect control and ±100 the full control effect; nearly all actives have a fitted effect of over 65% in size
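Rat TrxR1 (90 nM in the dispensed reagent) was pre-reduced with 400 uM NADPH for 5 min at room temperature, then incubated with compound for 15 min. After 400 uM selenite was added, NADPH fluorescence (Ex 340/Em 450 nm) was followed for 8 min.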
TrxR1 substrate – qHTS Assay for Substrates of Mammalian Selenoprotein Thioredoxin Reductase 1 (TrxR1): qHTS | Thioredoxin reductase 1, cytoplasmic (Rattus norvegicus), O89049 | purified TrxR1 substrate turnover, NADPH consumption readout | Potency, µM (highest dose often 114 µM), inactives show at the highest dose activity change, negative = substrate turnover | hit rate 0.01% among 390,000 | AID 588456, 2011; further: potency means the concentration at half of the fitted maximal effect; on the % scale 0 is the no-effect control and ±100 the full control effect; nearly all actives have a fitted effect of over 50% in size
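Rat TrxR1, dispensed at 90 nM, was prereduced with 400 uM NADPH (final) for 5 min at ~22 deg C, then incubated with compound 15 min before 400 uM selenite. A first-read NADPH fluorescence drop versus no-compound background flagged substrates.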
TRHR enhancer – qHTS for Small Molecule Agonists and Allosteric Enhancers of Human TRH Receptor: Primary Screen for Enhancers. Thyrotropin-releasing hormone receptor (Homo sapiens), P34981. TRHR cells, fluo-8 calcium fluorescence, EC20 TRH enhancement. enhancement, % at 2 µM. hit rate 0.66% among 360,000. AID 493056, 2011; in the data active means enhancement above about 30%; further: 0% is about no effect
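TRHR-expressing cells loaded with fluo-8 calcium dye were read kinetically (ex 480/em 530) during compound addition, then stimulated with an EC20 of TRH (10 nM final). Enhancement of the Gq-mediated intracellular calcium response was scored.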
IDH1 R132H inh – qHTS for Inhibitors of mutant isocitrate dehydrogenase 1 (IDH1): qHTS; Potency, µM (highest dose often 76.6 µM), for inactives: at the highest dose activity change, negative = inhibition, most hits filed as inhibitors; Isocitrate dehydrogenase [NADP] cytoplasmic (Homo sapiens), O75874; IDH1-R132H enzyme, NADPH consumption, diaphorase/resazurin fluorescence; hit rate 0.093% among 390,000; further: potency means the concentration at half of the fitted maximal effect; on the % scale 0 is the no-effect control and ±100 the full control effect; nearly all actives have a fitted effect of over 65% in size
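IDH1-R132H (0.5 ug/mL dispensed) in pH 7.5 Tris buffer was preincubated 30 min with compound, then given a substrate mix of 0.016 mM NADPH and 2 mM alpha-KG for 80 min at room temperature; remaining NADPH was read by diaphorase/resazurin fluorescence.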
USP1 inh – Inhibitors of USP1/UAF1: Primary Screen. recombinant USP1/UAF1, Ub-Rhodamine cleavage fluorescence. Potency, µM (series often up to 57.1 µM), without a hit: at the highest dose activity change, negative = inhibition, actives largely listed as inhibitors. hit rate 0.23% among 390,000; further: potency means the concentration at half of the fitted maximal effect; on the % scale 0 is the no-effect control and ±100 the full control effect; nearly all actives have a fitted effect of over 60% in size; inactives centre near -12
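Step one: compound is pinned into 1nM USP1/UAF1 in HEPES pH 7.8 buffer with TCEP. Step two: 15 min room-temperature incubation. Step three: Ub-Rho (150nM final) starts cleavage, tracked by fluorescence over six one-minute reads.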
Starred values were filed as active, the others as inactive; ? = inconclusive; / = no result given; [ ] = dose if it differs, or a comment. Unless noted, the call rests on the fitted dose curve; in most records, active means well fitted inhibition curve with a large enough effect; inconclusive means small, poorly fitted or top-dose-only effect; inactive means no such curve, though single readings can be large or run the other way.

SMILES | D2 antag | TRHR agonist | PI4K2A block | D2 agonist | TrxR1 inh | TrxR1 substrate | TRHR enhancer | IDH1 R132H inh | USP1 inh
N#CC(C(=O)Nc1ccccc1)=C1Nc2ccccc2N1 | -24 | -0.6 | 1 | -0.4 | 3% | -7% | 4 | 8% | -17%
COC(=O)C1=C(C(=O)OC)[C@@H]2N(C)c3ccccc3[C@@]23C[C@@H](C(=O)OC)N(C(C)=O)C3=N1 | / | -0.1 | 3 | / | 20% | 0% | -7 | 13% | -25%
CC(=O)Nc1ccc(S(=O)(=O)N2CCN(C(=O)N3CCCCCC3)CC2)cc1 | 4 | 0.0 | 5 | 0.2 | 16%[57.1 µM] | 8%[57.1 µM] | -1 | 3% | -9%
CSc1cccc(CNC(=O)C2CCC(=O)N(Cc3cccc(C(F)(F)F)c3)C2)c1 (centres undefined) | 4 | 0.0 | -9 | -0.1 | 21% | -2% | -5 | 2% | -24%
CCOC(=O)N1CCN(C(=O)c2cn(C)c3ccc(S(=O)(=O)N(C)C4CCCCC4)cc3c2=O)CC1 | 1 | -0.6 | -5 | -0.3 | 21% | 1% | -2 | 6% | -23%
Cc1ccc(-n2nc3ccc(NC(=O)c4oc5ccc(C)cc5c4C)cc3n2)cc1 | / | -0.4 | -1 | -0.3 | -5% | 3% | 7 | -5% | -1%
O=C(CC1CCCC1)Nc1ccc(Br)cc1 | 2 | 0.2 | 3 | -0.1 | 5% | -1% | 1 | 10% | -3%
CCCCCc1c(O)nc(SCC(=O)NCC2CCCO2)[nH]c1=O (centres undefined) | 0 | 0.3 | -1 | -0.9 | 6%[57.1 µM] | -8%[57.1 µM] | 2 | 0% | -15%
CCOC(=O)c1c(C)nc(C)c(C(=O)OCC)c1-c1ccc(Br)cc1 | 14 | -0.1 | -1 | 0.9 | -2%[57.1 µM] | -3%[57.1 µM] | -6 | -1% | -7%
COc1cccc(/C=N/Nc2nc3ccccc3[nH]2)c1OC | -5 | -0.6 | 0 | -1.8 | -1%[57.1 µM] | -9%[57.1 µM] | 0 | 1% | -26%
CCCS(=O)(=O)N1CCc2ccc(NC(=O)C3CCCO3)cc2C1 (centres undefined) | -7 | 0.4 | -1 | 0.0 | -6% | -1% | -1 | 3% | -15%
CCOCCCNC(=O)c1c(C)c(C(=O)OCC)n(C)c1C | -5 | 0.6 | 0 | 0.4 | 14% | 8% | 5 | 9% | -11%
OC(c1cccnc1)c1cccs1 (centres undefined) | -3 | 0.6 | 5 | 0.1 | 13% | 8% | -1 | 2% | -17%
CC(C)CCn1c(N2CCCC2)nc2c1c(=O)[nH]c(=O)n2C | -12 | -0.6 | -4 | -1.2 | 45% | 9% | -8 | 9% | -9%
CCSc1ccc([C@@H]2[C@H]3C(=O)N(CC)C(=O)[C@H]3[C@]3(C(=O)OC)CCCCN23)cc1 | / | 1.2 | -3 | / | -2%[57.1 µM] | 11%[57.1 µM] | -8 | 3% | ?

The closing five entries of the part before lead into the next:
SMILES | D2 antag | TRHR agonist | PI4K2A block | D2 agonist | TrxR1 inh | TrxR1 substrate | TRHR enhancer | IDH1 R132H inh | USP1 inh
CCCS(=O)(=O)N1CCc2ccc(NC(=O)C3CCCO3)cc2C1 (centres undefined) | -7 | 0.4 | -1 | 0.0 | -6% | -1% | -1 | 3% | -15%
CCOCCCNC(=O)c1c(C)c(C(=O)OCC)n(C)c1C | -5 | 0.6 | 0 | 0.4 | 14% | 8% | 5 | 9% | -11%
OC(c1cccnc1)c1cccs1 (centres undefined) | -3 | 0.6 | 5 | 0.1 | 13% | 8% | -1 | 2% | -17%
CC(C)CCn1c(N2CCCC2)nc2c1c(=O)[nH]c(=O)n2C | -12 | -0.6 | -4 | -1.2 | 45% | 9% | -8 | 9% | -9%
CCSc1ccc([C@@H]2[C@H]3C(=O)N(CC)C(=O)[C@H]3[C@]3(C(=O)OC)CCCCN23)cc1 | / | 1.2 | -3 | / | -2%[57.1 µM] | 11%[57.1 µM] | -8 | 3% | ?
CCOC(=O)C1=C(C)N(C)C(=O)NC1c1cc2c(cc1[N+](=O)[O-])OCO2 (centres undefined) | 12 | 0.4 | -11 | 0.0 | 4%[57.1 µM] | 4%[57.1 µM] | 7 | 9% | -22%
COc1cccc(NC(=S)N2CCN(S(=O)(=O)c3ccccc3)CC2)c1 | -4 | 0.0 | 0 | 0.5 | 6% | -1% | -11 | -8% | -17%
COc1cc(OC)nc(Oc2cccc(C(F)(F)F)c2)n1 | -14 | -0.5 | -2 | 0.5 | 24%[57.1 µM] | 13%[57.1 µM] | 12 | 5% | -9%
O=C(/C=C/c1ccccc1)NCc1ccco1 | -16 | -1.8 | 0 | -0.8 | -8%[57.1 µM] | -7%[57.1 µM] | 5 | 9% | -19%
Cc1cc(N2C(=O)C(O)=C(C(=O)c3ccco3)C2c2cccc(O)c2)no1 (centres undefined) | 4 | 1.4 | 7 | -0.6 | -8% | -11% | 4 | -13% | -23%
O=C(Nc1ccc(Cl)cn1)C1CCCN1S(=O)(=O)c1cccc2ccccc12 (centres undefined) | -6 | -0.8 | 3 | -0.4 | 10% | -4% | -10 | -1% | -10%
CCOc1ccc(N2C(=O)/C(=C/c3ccc(C)o3)N(C)C2=S)cc1 | 3 | 0.0 | -1 | 0.3 | 32µM* | -3% | -5 | 2% | -22%
CCOC(=O)C1CCN(C(=O)CCC2CCCC2)CC1 | -4 | -0.5 | 1 | 0.2 | 17% | -3% | -2 | -7% | -10%
O=C(CSc1nnc(-c2ccco2)n1-c1ccccc1)NCc1ccco1 | -5 | 0.2 | -4 | -0.3 | -4% | -4% | -4 | 2% | -12%
O=C(CSc1nnnn1-c1ccccc1F)Nc1nc2ccccc2s1 | 9 | 1.7 | -3 | -0.2 | 40%[activator] | 17% | -6 | 2% | -3%
COc1cccc(N(CC(=O)N2CCN(c3ccccc3OC)CC2)S(C)(=O)=O)c1 | 0 | 0.0 | 3 | 0.5 | -1% | -6% | 3 | 10% | -19%
COc1ccccc1NS(=O)(=O)c1cccc(C(=O)N/N=C/c2ccc3c(c2)OCCO3)c1 | -12 | 1.0 | -5 | 0.2 | 18% | 21% | 9 | 2% | -14%
O=C(NC1CCCN(Cc2ccccc2F)C1)c1cccc(N2CCCC2=O)c1 (centres undefined) | -8 | -0.4 | -1 | 0.0 | -4% | -5% | 4 | 13% | -6%
CC1=C(C(=O)N(C)Cc2ccccc2)C2(CCC(C)CC2)OC1=O (centres undefined) | -19 | -1.1 | -1 | -0.6 | -1%[57.1 µM] | 1%[57.1 µM] | -3 | -4% | -16%
O=C(Nc1ncccc1Cl)c1ccccc1F | 7 | -0.1 | -4 | 2.7 | -13% | -4% | 1 | 5% | -14%

Laid out differently: entries from further up
Under each structure – D2 antag	TRHR agonist	PI4K2A block	D2 agonist	TrxR1 inh	TrxR1 substrate	TRHR enhancer	IDH1 R132H inh	USP1 inh
CCOC(=O)C1=C(C)N(C)C(=O)NC1c1cc2c(cc1[N+](=O)[O-])OCO2 (centres undefined)
 : 12	0.4	-11	0.0	4%[57.1 µM]	4%[57.1 µM]	7	9%	-22%
COc1cccc(NC(=S)N2CCN(S(=O)(=O)c3ccccc3)CC2)c1
 : -4	0.0	0	0.5	6%	-1%	-11	-8%	-17%

Additional structures follow:
SMILES | D2 antag | TRHR agonist | PI4K2A block | D2 agonist | TrxR1 inh | TrxR1 substrate | TRHR enhancer | IDH1 R132H inh | USP1 inh
O=c1[nH]cnc2c1N=C(c1cccc([N+](=O)[O-])c1)CC(c1ccccc1)N2 (centres undefined) | 7 | -0.1 | 13 | 2.5 | -31% | -21% | -7 | -11% | -8%
N#CCSCC(=O)Nc1ccccc1 | 25 | 0.5 | 9 | 0.3 | 11%[57.1 µM] | 10%[57.1 µM] | -4 | 2% | -24%
CCOc1ccc(N/C(N)=N/c2nc(CSc3nnc(C)s3)cc(=O)[nH]2)cc1 | -11 | 0.7 | 2 | -2.4 | -1% | 5% | 0 | 7% | -17%
Cc1cc(S(=O)(=O)N2CCCCC2CCNC(=O)C(=O)NCC2CCCO2)ccc1F (centres undefined) | -11 | -0.1 | -2 | -0.8 | 4% | -3% | 10 | 0% | -1%
C=CCN(CC=C)S(=O)(=O)c1ncn[nH]1 | 12 | 0.8 | 2 | 1.3 | 26%[57.1 µM] | 15%[57.1 µM] | -10 | 1% | -17%
Cc1cccnc1NC(=O)CSc1ncnc2sc(C)c(C)c12 | -11 | 0.9 | 3 | 0.5 | -6% | 2% | 2 | 3% | 4%
COc1cc2ccc(=O)oc2c(CC=C(C)C)c1OC | -23 | -0.9 | 1 | -2.7 | 6%[57.1 µM] | 10%[57.1 µM] | 0 | -1% | -19%
CCOc1ccc(OCc2ccc(C(=O)NN=Cc3ccc[nH]3)cc2)cc1 | / | / | 1 | / | 14% | -1% | / | 3% | -10%
